ABHD5-PLIN5 inh – inhibitors of human ABHD5-perilipin-5 interaction; Split G. princeps luciferase complementation, luminescence, 4 h; actives 0.78% (n = 360,000); inhibition, % at 4 µM; Q00G26+Q8WTS1;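 active means inhibition above the mean inhibition across every tested compound plus 3 SD, cut at about 22% in these data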;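 further: 0% = DMSO only wells and the 100% control is not disclosed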
TLR9-MyD88 block – TLR9-MyD88 interaction inhibition; Q9NR96+Q99836; CHO BLA complementation TLR9-MyD88, CCF4 FRET ratio; inhibition, % at 4.98 µM; actives 0.21% (n = 340,000); AID 504734;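 active means inhibition above the mean over all tested compounds plus 3 SD, cut at about 21% in these data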;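 further: 0% = DMSO only wells and 100% = clavulanate BLA inhibitor control wells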
NOD2-RIPK2 inh – blocks binding of human NOD2 to RIPK2. O43353. CHO BLA complementation NOD2-RIPK2, CCF4 ratio. inhibition, % at 4.98 µM. actives 0.38% (n = 360,000); in the data active means inhibition above about 21%;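 further: 0% = vehicle only and 100% = reference blocker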
Target sequence (O43353 whole entry, looked up): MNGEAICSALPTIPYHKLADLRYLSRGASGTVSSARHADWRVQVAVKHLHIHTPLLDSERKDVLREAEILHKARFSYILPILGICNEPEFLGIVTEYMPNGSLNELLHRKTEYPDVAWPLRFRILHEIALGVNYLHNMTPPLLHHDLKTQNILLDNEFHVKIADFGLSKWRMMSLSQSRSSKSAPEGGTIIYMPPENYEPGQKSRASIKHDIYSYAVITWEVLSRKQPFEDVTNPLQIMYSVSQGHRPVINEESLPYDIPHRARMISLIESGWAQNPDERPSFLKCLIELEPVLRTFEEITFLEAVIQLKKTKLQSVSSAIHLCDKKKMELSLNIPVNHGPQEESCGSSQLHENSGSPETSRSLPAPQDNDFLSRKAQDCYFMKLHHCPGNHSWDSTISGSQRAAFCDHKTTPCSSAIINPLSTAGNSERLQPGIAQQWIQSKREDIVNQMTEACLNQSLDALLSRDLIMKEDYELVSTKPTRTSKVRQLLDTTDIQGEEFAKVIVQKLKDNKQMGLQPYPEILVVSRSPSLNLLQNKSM
Vif inh – blocks HIV Vif function; AID 602346; actives 0.35% (n = 340,000); HEK293T cells, Vif self-association by quenched fluorescence, imaging, 24 h; inhibition, % at 7.49 µM; in the data active means inhibition above about 50%, passing the limit was not always enough; inconclusive means no clear call, values can overlap the other calls; inactive means below about 31%; further: some results filed as inactive read as strong as hits
N-glyco inh – blocks N-linked glycosylation in D54 reporter cells. reporter increase, % at 12.5 µM. D54 ERlucT glycosylation luciferase reporter, 24 h; percent of 100 nM tunicamycin response. actives 0.23% (n = 360,000);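 active means mean luciferase reporter signal, scaled so untreated is 0 and the glycosylation-blocking control 100, at or above a set limit in every replicate; inconclusive means mean reaches the limit but not every replicate does; inactive means mean below the limit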;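 further: luciferase carries N-glycosylation sites so blocking glycosylation raises the light; 0% = median of neutral control wells and 100% = median of 100 nM tunicamycin wells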
aDG glyco up – increases alpha dystroglycan glycosylation | Pro5-aDG cells, alpha-DG glycosylation AlphaScreen (IIH6); 0% Pro5, 100% B10-LARGE cell signal | activation, % at 10 µM | actives 0.22% (n = 360,000);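 active means activation of at least 8% versus controls, or a plate z-score of at least 8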;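 further: Pro5 are CHO cells carrying HIG-tagged alpha-DG that lacks glycosylation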
MC4R antag cAMP – human MC4R antagonism in cAMP assay. MC4R-expressing cells, MTII-stimulated cAMP, LANCE TR-FRET. inhibition, % at 6.5 µM. actives 0.48% (n = 360,000). AID 540295;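 active means inhibition above its plate's cutoff, the mean of tested wells on that plate plus 3 SD, cut at about 29% in these data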;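 further: 0% = Melanotan II alone and 100% = Melanotan II plus saturating MCL0020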
Target sequence (P32245 whole entry, looked up): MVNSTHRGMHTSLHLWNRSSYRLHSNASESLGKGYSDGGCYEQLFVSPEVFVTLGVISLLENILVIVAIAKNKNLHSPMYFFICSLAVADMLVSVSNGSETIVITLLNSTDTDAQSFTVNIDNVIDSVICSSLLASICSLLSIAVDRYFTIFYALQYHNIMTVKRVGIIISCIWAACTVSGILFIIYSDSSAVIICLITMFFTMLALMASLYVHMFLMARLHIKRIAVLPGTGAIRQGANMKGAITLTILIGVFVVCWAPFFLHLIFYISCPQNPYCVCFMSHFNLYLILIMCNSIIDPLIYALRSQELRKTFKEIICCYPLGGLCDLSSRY
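Assay system: human MC4R-expressing U2OS cells; reagent: Melanotan II stimulation of cells; dosing: 6.5 µM single dose; timing: compound 30 min, challenge 1 h, detection 1 h; signal: TR-FRET cAMP assay; replicates: one well per compound, no replicates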
ABCB6 inh MLPCN – blocks the human ABCB6 transporter | fluorescence ratio to DMSO, % at 10 µM | actives 0.19% (n = 360,000) | Q9NP58 | K562-ABCB6 porphyrin accumulation, flow cytometry, 1 h; active compounds read low;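 active means fluorescence ratio to DMSO below 75%, the collection mean minus 3 SD; inconclusive means too few cells collected in the well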;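 further: signal is porphyrin accumulated inside mitochondria; 100% equals median channel fluorescence of DMSO control wells; lower ratio means ABCB6 inhibition with less porphyrin fluorescence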
MC4R barr agon – activates human MC4R beta-arrestin recruitment; P32245; actives 0.98% (n = 360,000); activation, % at 8.9 µM; U2OS MC4R beta-arrestin complementation, luminescence; percent of melanotan II response, DMSO zero;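 active means activation above a per-plate cutoff, the mean activation of sample wells on that plate plus 3 SD, cut at about 8% in these data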
Granule exo inh – lytic granule exocytosis inhibition | TALL-104 LAMP-1 surface exposure, flow cytometry; cells stimulated with thapsigargin and PMA | inhibition, % at 10 µM | actives 0.66% (n = 360,000);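 active means inhibition above about 55%, limit read from the data; inconclusive means no clear call, values can overlap the other calls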
* hit, by the source's call; ? = inconclusive; . = not tested or not shown. An excerpt; the hit share may differ from the screen's.

molecule	ABHD5-PLIN5 inh	TLR9-MyD88 block	NOD2-RIPK2 inh	Vif inh	N-glyco inh	aDG glyco up	MC4R antag cAMP	ABCB6 inh MLPCN	MC4R barr agon	Granule exo inh
CC(=Nc1cccc(O)c1)c1sc2ccccc2c1O	0	4	-9	9	-1	-0.1	-2	100	-3.1	-4
Cc1cc(C)n(CCc2nc3c4ccccc4n(CC#N)c(=O)n3n2)n1	0	7	1	-4	2	0.3	-4	93	0.7	-2
Nc1cc(Cl)ccc1C(=O)OCC(=O)N1CCCC1	3	-3	-15	12	-2	0.0	-2	99	-2.0	2
O=C(CCCOc1ccc(Cl)cc1)NCC1CCCO1 (configuration not stated)	0	3	-4	-7	0	-0.1	-3	105	0.7	1
CS(=O)(=O)Nc1ccc(S(=O)(=O)NC2CCCCC2)cc1	7	-9	2	-2	1	0.2	16	99	-1.5	-2
COc1ccc2[nH]cc(/C=C/C(=O)c3ccccc3)c2c1	-4	12	27*	-21	-6	-0.1	15	99	2.4	3
CCOC(=O)C1=C[C@@H](C(C)(C)C)N(S(=O)(=O)c2ccc(C)cc2)[C@H]1c1ccc(Cl)c(Cl)c1	-12	.	-2	.	-13	0.2	.	94	.	3
CCC(=O)NC(c1cc(Cl)c2cccnc2c1O)C1CC1 (configuration not stated)	-8	-1	0	-2	-11	-0.2	6	99	-1.8	-2
CC(C)C[C@@H](COc1ccccc1)N1CCN(CC(C)C)CCC1=O	-6	-7	4	.	-2	0.6	5	100	1.4	7
CCOc1ccc(OCC)c(NC(=O)Nc2ccc3c(c2)N(C)C(=O)CS3)c1	-5	-10	-9	-11	3	-0.5	21	95	0.0	25
CCn1cc(CNC(=O)/C=C/c2cnn(C)c2)c(C)n1	1	4	1	6	1	-0.3	7	91	-1.6	-2
CCn1c(=NC(=O)COc2ccccc2)sc2cccc(F)c21	-4	4	10	3	-6	0.1	10	95	3.5	-2
O=C(Nc1cccc(C(=O)O)c1)/C(=C\c1ccccc1Cl)NC(=O)c1ccco1	9	3	3	8	1	0.0	0	101	0.1	1
COc1ccc(N(C)C(=O)c2onc3c2CCCC3)cc1	-7	6	5	0	-1	-0.2	4	99	-1.1	1
CCCCNC(=NCc1cccc(C(F)(F)F)c1)Nc1ccccc1	16	-7	8	0	-2	0.3	7	96	4.0	19
O=C(O)c1cccc2c1C(=O)N(C1CCCCC1)C2	3	-3	-1	-5	1	-0.1	4	97	-0.2	-4
C=CC[N+]1(CC=C)CCOCC1	0	2	2	-19	0	-0.2	-6	99	0.6	-4
O=C(C1CCN(Cc2ccccc2)CC1)N1CCN(C/C=C/c2ccccc2)CC1	-3	-10	8	8	-4	0.4	-3	103	1.7	2
CN(Cc1cn(-c2ccccc2)nc1-c1ccc(F)cc1)C(=O)CCC(=O)O	8	9	-4	3	5	0.0	4	92	0.1	-1
COc1cc2[nH]c(=S)nc(NCc3ccccn3)c2cc1OC	-11	5	3	4	4	1.3	-3	107	-0.4	-4
CSc1ccccc1NC(=O)NCCCl	5	-12	-11	11	3	0.1	17	103	-1.5	-1
CCCCNC(=O)C(NC(=O)c1ccc(C(F)(F)F)cc1)C(=O)c1ccccc1 (configuration not stated)	4	.	6	.	.	0.2	.	.	.	-1
CCc1nc2ccc(C(=O)NCCCn3ccnc3)cn2c1N(C)CCC(C)C	-4	.	-1	18	0	0.1	6	107	-0.6	3
CC(C)Cc1nnc(NC(=O)C2CSC3(C)CCC(=O)N23)s1 (configuration not stated)	10	6	11	.	2	0.1	8	95	-2.0	-2
O=C(c1cc(-c2ccccc2)nc2ccccc12)N1CCc2ccccc2C1	2	-9	-2	-8	-5	0.0	4	100	-1.5	0
CCN(CC)C(=O)c1cccc(-c2csc(C(C)(NC(C)=O)c3ccccc3)n2)c1 (configuration not stated)	2	.	0	.	-2	0.0	2	100	0.2	-1
CCOC(=O)c1ccc(S(=O)(=O)N2CCN(C)CC2)cc1	12	-6	-5	10	1	-0.2	-6	96	0.8	4
O=C(CCc1ccccc1)NCC(=O)N/N=C/c1ccc2c(c1)OCO2	5	3	-19	-5	1	-0.1	12	92	-1.7	-1
Cn1c(CCN2CCN(c3ccccn3)CC2)nc2cc(NC(=O)COc3ccc(Cl)cc3)ccc21	11	9	-4	-7	-6	1.5	8	97	2.2	7
Cc1cc(NC(=O)CS(=O)CC(=O)Nc2c(C)cccc2C)ccc1-n1cnnn1 (configuration not stated)	8	-4	4	13	3	0.0	-11	100	-1.6	-19
O=C(Nc1ccc(N2CCCCC2)cc1)c1cccnc1	4	7	0	.	-3	0.1	-7	130	-1.5	-3
COc1ccc(N2CSC3=C(C#N)C(c4ccc(OC)c(OC)c4)CC(=O)N3C2)c(OC)c1 (configuration not stated)	-9	1	-11	.	6	-0.1	-3	99	0.0	-5
Cc1ccc2c(CC(=O)N(C)c3c(N)n(Cc4ccccc4)c(=O)[nH]c3=O)coc2c1	1	-7	7	-5	1	0.0	9	96	-2.0	3
COc1cc(OC)cc(-n2nc(C(=O)NCCCN3CCOCC3)c3ccccc3c2=O)c1	-13	2	6	-2	0	-0.2	15	110	0.1	14
COc1ccc(NC(=O)CNS(=O)(=O)c2ccccc2)cc1Cl	-5	0	-7	.	1	-0.2	3	101	-0.4	-3
CCOC(=O)Nc1ccc(NC(=O)OCC)cc1	-4	-5	1	0	1	0.9	10	100	-1.6	2
O=C1[C@@H]2C(c3ccc(F)cc3)=NO[C@@H]2C(=O)N1Cc1ccccc1	-5	.	-4	-4	2	-0.1	4	96	0.0	-4
CCCc1nnc(NC(=O)CC(=O)Nc2ccccc2C(=O)O)s1	7	-8	-18	?	-5	0.1	4	101	0.6	-3
CC(CSc1nc2ccccc2s1)Cn1c(N2CCCC2)nc2c1c(=O)[nH]c(=O)n2C (configuration not stated)	-2	3	-4	17	-1	-0.2	-9	91	-1.6	1
CC1=Nc2ccc(C)cc2N(Cc2ccccc2)C(=O)C1	0	0	-6	.	3	-0.4	10	80	-0.6	3
CCOC(=O)C1CCCN(C(=O)/C=C/c2ccc(Cl)cc2)C1 (configuration not stated)	-8	0	5	4	1	0.1	4	107	-0.8	-2
COc1ccc(-c2cc(C(=O)OCC(=O)c3cccc([N+](=O)[O-])c3)c3cc(C)ccc3n2)cc1	13	7	-19	-5	-1	0.0	-8	95	2.2	7
CCOC(=O)C1=C(N)Oc2cc(O)ccc2C1c1ccccc1 (configuration not stated)	1	5	-8	2	5	0.0	12	93	2.6	-4
Cc1cc2nc(C)n(CCCNC(=O)Nc3ccc(C#N)cc3)c2cc1C	4	-9	0	-6	1	0.0	0	95	-0.9	-2
COc1ccccc1CN(C)C(=O)C1(c2ccc(Cl)cc2)CC1	2	-10	-2	-9	-2	0.3	11	94	-0.5	4
COc1ccc(/C=C(\NC(=O)c2ccccc2)C(=O)NNC(=O)CCN2CCOCC2)cc1	1	-2	8	-4	0	0.0	0	100	-4.8	6
O=C(C1CCC(=O)N(C2CCCC2)C1)N1CCC(Oc2ccccc2Cl)CC1 (configuration not stated)	-5	-2	0	-7	-1	0.7	1	94	-1.1	-2
CCC(CC)C(=O)OCC(=O)NC12CC3CC(CC(C3)C1)C2	-5	-36	5	-18	1	0.2	6	101	-1.6	0
Cc1cc(C)c2nc(N3CCCC(C(=O)N4CCC(C(N)=O)CC4)C3)sc2c1 (configuration not stated)	6	7	-2	6	4	0.0	16	94	-0.5	8
COC(=O)c1nn(-c2nc(-c3ccc(OC)c(OC)c3)cc(C(F)(F)F)n2)cc1[N+](=O)[O-]	0	9	3	1	0	0.0	6	95	0.5	-5
COc1ccc(-c2noc(CN(C)C(=O)c3ccc4c(c3)OCO4)n2)cc1OC	4	-22	5	36	3	-0.1	4	100	-0.8	-10
COc1ccc(CC(=O)N/N=C(\C)CC(=O)Nc2ccc3c(c2)OCCO3)cc1OC	4	6	6	8	-2	-0.1	9	90	-1.0	21
Cc1ccc(OCc2nn3c(-c4ccco4)nnc3s2)cc1	1	-3	-5	-9	-1	0.3	6	91	-1.3	2
CCCNC(=O)c1cc(C2CCCCN2S(=O)(=O)c2ccccc2)on1 (configuration not stated)	2	.	-2	-6	0	-0.1	3	86	0.0	2
Cc1ccc(-c2nnc(SCC(=O)N/N=C/c3c(C)nn(-c4ccccc4)c3C)n2-c2ccc(C)cc2)cc1	-10	-1	7	-1	-2	0.7	6	89	-2.8	8
Cc1ccc(C(=O)Nc2nnc(CC(=O)N/N=C/c3ccc(O)c(O)c3)s2)cc1	-7	0	-2	0	-2	-0.2	15	90	0.5	-3
Clc1ccc(C2=Nn3c(nnc3-c3cccnc3)SC2)s1	5	-2	-5	-3	9	-0.1	-3	87	1.5	1
COc1ccc2nc(NS(=O)(=O)c3ccc(NC(C)=O)cc3)sc2c1	-7	0	-12	13	2	0.2	1	94	-2.3	2
O=C(Nc1ccccc1)c1ccc2c(c1)OCCO2	4	-11	1	-2	-6	-0.2	4	105	-0.3	-1
Cc1ccc(C)c(Cn2c3ccccc3c3cnn(CC(=O)NCc4ccccn4)c(=O)c32)c1	8	-5	8	-3	-1	-0.1	1	96	7.7	2

Other compounds follow:
molecule	ABHD5-PLIN5 inh	TLR9-MyD88 block	NOD2-RIPK2 inh	Vif inh	N-glyco inh	aDG glyco up	MC4R antag cAMP	ABCB6 inh MLPCN	MC4R barr agon	Granule exo inh
CCC[C@@H](CN1CCC[C@H]1CN1C(N)=NC[C@@H]1Cc1ccccc1)N1C[C@@H]([C@H](C)CC)N(CCc2ccc(Cl)c(Cl)c2)C1=N	26*	-6	-2	-2	1	-0.2	16	92	-0.7	12
Cc1ccc(C)c(S(=O)(=O)N2CCN(C(=O)C3CCN(c4ncnc5sc(C)c(C)c45)CC3)CC2)c1	2	-7	-7	.	3	0.8	9	94	1.6	2
CC(=O)NN1C(=O)c2ccc(Oc3cccc([N+](=O)[O-])c3)cc2C1=O	0	1	-1	-6	2	0.0	12	94	-1.6	0
COC(=O)C(NC(=O)CCc1nnc2ccc(N3CCC(C)CC3)nn12)C(C)C (configuration not stated)	5	0	6	4	2	0.0	8	97	-1.8	-1
CCOC(=O)Cc1csc(NC(=O)c2cnc3scc(C)n3c2=O)n1	-10	3	2	0	3	0.3	0	117	-2.7	-4
O=C(COc1ccc(Cl)cc1)Nc1nc(-c2cccs2)cs1	-4	10	2	-4	2	0.0	8	98	-0.8	0
CCN=C1SC(C(=O)Nc2cccc(Cl)c2)CC(=O)N1CC (configuration not stated)	4	-2	-11	-3	0	-0.3	7	95	-0.1	-2
Cc1nc(NC(C)c2ccccc2)sc1C(=O)Nc1ccccc1 (configuration not stated)	1	16	-6	6	-2	0.5	-2	101	-1.1	-2
COc1ccc2cc(C(c3nnnn3C3CCCC3)N3CCCCCC3)c3nnnn3c2c1 (configuration not stated)	-4	-7	-11	-16	1	-0.2	-8	102	-2.9	7
